LANA DNA inh – inhibitors of KSHV C-LANA binding to DNA, primary screen, biochemical, fluorescence polarization, FAM-LBS DNA, MBP-C-LANA, single point; 340,000 tested, 0.078% active; inhibition, % at 9 µM; Kaposi's sarcoma herpesvirus LANA C-terminal domain (residues 932-1162) DNA binding;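 active = highest replicate inhibition at or above 60% at 9 µM, even if other replicates fall short; inactive = all replicates below 60% inhibition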;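 note: 0% = neutral control wells and 100% = 4 µM acridine orange control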
V-ATPase pHluor – regulators of yeast V-ATPase proton pumping, primary screen, pHLuorin cytosolic pH fluorescence; 350,000 tested, 0.37% active; response, % at 10 µM; S. cerevisiae; in the data active = response mostly above about 7.3%, no sharp cut-off; inactive = mostly below about 5.4%; note: actives read high; inactives centre near 0; some compounds called inactive have numbers as strong as hits
CAL PDZ FP-1 – untagged CAL PDZ binding inhibitors, primary screen, biochemical, fluorescence polarization, HTS; Golgi-associated PDZ and coiled-coil motif-containing protein (Homo sapiens), Q9HD26; purified CAL PDZ, TMR-peptide fluorescence polarization, 1 h; inhibition, % at 24.9 µM; 300,000 tested, 0.92% active; AID 602252, 2012;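 active = mean inhibition of at least 30% with at least half of replicates also reaching 30%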;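 note: 0% = DMSO neutral control and 100% = excess unlabeled competitor peptide PRC23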
Arrestin-AP2 inh – inhibitors of beta-arrestin/AP2 binding, primary screen, biochemical, GPCR trafficking, flow cytometry; inhibition, % at 10 µM; AID 504490, 2011; FITC-arrestin peptide / GST-AP2 beads; AP2 beta2 appendage carries R879A mutation; 340,000 tested, 0.31% active;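 active = inhibition above a set limit, near 3 SD of compounds lacking own fluorescence, cut at about 54% in these data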;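 note: plate controls were DMSO wells for no effect and 5 µM unlabelled arrestin peptide for full effect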
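System: GST-AP2 R879A bound to glutathione beads, E. coli-expressed. Also added: 50 nM FITC-arrestin peptide. Schedule: compound with beads 12 min RT, then probe 1 h RT. Signal: bead flow cytometry, FITC channel. Read-out basis: percent response.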
RTF Ca sens inh – cardiac RTF calcium sensitivity inhibitors, primary screen, biochemical, IANBD-TnC fluorescence, EC70 calcium; IANBD-labeled cardiac RTF, Ca2+ fluorescence; inhibition, % at 7.15 µM; 340,000 tested, 0.12% active; AID 493244, 2011;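 active = inhibition above the mean inhibition of all tested compounds plus 3 SD, cut at about 17% in these data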;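 note: assay run at fixed EC70 calcium of 1.6 mM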
Pemphigus Ab inh – inhibitors of pemphigus antibody binding to DSG3, primary screen, biochemical, bead-based, flow cytometry, scFv-GFP; AID 588358, 2011; DSG3-coupled beads, scFv-anti-DSG3-GFP binding; active compounds read low; binding (percent of control), % at 10 µM; Desmoglein-3 (Homo sapiens), P32926; 310,000 tested, 0.48% active;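 active = binding more than 3 SD below its plate's average and above zero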;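 note: hits lower antibody fragment binding to DSG3; some compounds called inactive have numbers as strong as hits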
Keap1 Nrf2 FP – Keap1-Nrf2 protein-protein interaction inhibitors, primary screen, biochemical, fluorescence polarization, single point | AID 504523, 2011 | inhibition, % at 9.4 µM | 340,000 tested, 0.15% active | Keap1 Kelch-Nrf2 peptide fluorescence polarization, 1536-well | Kelch-like ECH-associated protein 1 (Homo sapiens), Q14145; in the data active = inhibition above about 12%;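 note: human Keap1 Kelch domain with fluorescein labeled Nrf2 9mer peptide probe; 0% = neutral control wells and 100% = peptide positive control; higher means more block of Keap1 binding to Nrf2 peptide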
CAL PDZ FP-2 – CAL PDZ peptide-binding inhibitors, primary screen, biochemical, fluorescence polarization, Cer-tagged CAL PDZ, HTS. Golgi-associated PDZ and coiled-coil motif-containing protein (Homo sapiens), Q9HD26. purified CAL PDZ, TMR-peptide fluorescence polarization, 1 h. inhibition, % at 20 µM. 330,000 tested, 0.02% active. AID 504414, 2011;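 active = highest replicate inhibition of at least 40%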;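 note: plate controls were DMSO neutral control wells for no effect and unlabeled competitor peptide control wells for full effect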
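Test system: tagged CAL PDZ domain / Buffer or medium: sodium phosphate/NaCl buffer pH 7.4 with TCEP, IgG, Thesit / Reagent: TMR-labelled reporter peptide T*-PRC34 bound in PDZ groove / Compound dosing: single point, 20 µM / Schedule: 1 h incubation at room temperature before polarization reading / Technique: fluorescence polarization (mP) / Benchmarks: unlabelled peptide, DMSO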
NSD2 inh – NSD2 histone methyltransferase inhibitors, primary screen, biochemical, AlphaScreen, single concentration, set 2; Histone-lysine N-methyltransferase NSD2 (Homo sapiens), O96028; NSD2 peptide methylation, 120 min; inhibition, % at 12.5 µM; 310,000 tested, 0.54% active; in the data active = inhibition above about 50%
Target sequence (O96028 whole entry, looked up): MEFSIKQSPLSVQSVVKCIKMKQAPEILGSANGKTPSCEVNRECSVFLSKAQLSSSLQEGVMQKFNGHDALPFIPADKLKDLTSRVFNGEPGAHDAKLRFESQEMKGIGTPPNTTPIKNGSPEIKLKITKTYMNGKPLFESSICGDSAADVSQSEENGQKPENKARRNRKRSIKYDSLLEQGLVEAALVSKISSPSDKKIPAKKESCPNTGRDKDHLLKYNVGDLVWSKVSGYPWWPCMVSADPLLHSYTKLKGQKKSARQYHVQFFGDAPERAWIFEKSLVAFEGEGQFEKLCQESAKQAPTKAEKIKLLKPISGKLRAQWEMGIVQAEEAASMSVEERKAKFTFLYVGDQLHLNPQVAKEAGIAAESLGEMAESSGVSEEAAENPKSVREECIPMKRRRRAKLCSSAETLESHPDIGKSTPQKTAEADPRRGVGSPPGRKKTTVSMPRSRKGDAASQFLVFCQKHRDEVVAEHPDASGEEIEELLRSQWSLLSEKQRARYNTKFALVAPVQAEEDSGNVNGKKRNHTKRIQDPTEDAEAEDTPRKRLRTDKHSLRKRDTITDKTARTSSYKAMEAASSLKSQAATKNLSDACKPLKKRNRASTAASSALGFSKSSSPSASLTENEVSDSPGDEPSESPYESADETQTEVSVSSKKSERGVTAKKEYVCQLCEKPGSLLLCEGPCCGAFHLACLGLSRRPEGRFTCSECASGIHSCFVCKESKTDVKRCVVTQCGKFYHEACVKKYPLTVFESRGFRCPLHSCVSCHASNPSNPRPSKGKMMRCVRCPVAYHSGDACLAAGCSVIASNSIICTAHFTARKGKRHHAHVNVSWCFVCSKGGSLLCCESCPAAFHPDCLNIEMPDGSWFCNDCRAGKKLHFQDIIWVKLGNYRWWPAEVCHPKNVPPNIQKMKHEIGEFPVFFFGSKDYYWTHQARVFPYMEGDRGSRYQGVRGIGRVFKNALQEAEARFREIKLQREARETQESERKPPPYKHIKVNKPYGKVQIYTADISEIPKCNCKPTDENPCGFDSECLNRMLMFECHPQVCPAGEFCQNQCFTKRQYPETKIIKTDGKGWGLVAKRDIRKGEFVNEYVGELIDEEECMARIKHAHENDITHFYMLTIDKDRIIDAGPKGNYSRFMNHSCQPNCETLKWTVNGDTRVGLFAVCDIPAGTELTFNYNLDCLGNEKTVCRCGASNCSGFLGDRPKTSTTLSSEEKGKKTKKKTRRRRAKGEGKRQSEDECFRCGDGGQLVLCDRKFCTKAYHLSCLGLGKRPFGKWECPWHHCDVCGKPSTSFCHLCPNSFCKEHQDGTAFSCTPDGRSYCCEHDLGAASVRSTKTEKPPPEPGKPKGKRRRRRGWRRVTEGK
DAGLB inhibitor – DAGLB lipase inhibitors, primary screen, biochemical, fluorescence, HTS. HEK293T DAGLB membrane lysate, EnzChek fluorogenic substrate. inhibition, % at 5.17 µM. 340,000 tested, 0.059% active; in the data active = inhibition above about 34%;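 note: 0% = enzyme with vehicle and 100% = wells lacking enzyme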
An asterisk follows results filed as active; nt = not tested or not shown. An excerpt; rates above refer to the full screens.

smiles	LANA DNA inh	V-ATPase pHluor	CAL PDZ FP-1	Arrestin-AP2 inh	RTF Ca sens inh	Pemphigus Ab inh	Keap1 Nrf2 FP	CAL PDZ FP-2	NSD2 inh	DAGLB inhibitor
CCCn1c2ccc(/C(C)=N\O)cc2c2cc(/C(C)=N/O)ccc21	6.8	-3	1	-1	-2	100	4	1.2	-1	0
CC(=O)c1nnn(-c2nc(N)nc(N(c3ccccc3)c3ccccc3)n2)c1C	0.2	0	1	-9	-2	99	-8	-1.3	0	-3
CC(OC(=O)c1ccccc1Nc1ccc(SC(F)F)cc1)C(N)=O (stereo not given)	-0.4	-3	-1	3	-2	83	-3	-3.4	3	0
O=C1CC(NCC2CCCO2)C(=O)N1c1ccc(F)cc1 (stereo not given)	-0.9	-3	-3	3	-24	96	2	-1.1	1	-1
Cc1c(C(=O)N/N=C/c2cccs2)nc2ccccn12	-0.9	-1	0	12	-3	106	2	-1.7	-2	0
COc1cccc(CN(C)CC(O)COc2cc(Cl)ccc2Cl)c1 (stereo not given)	3.5	5	-12	-8	-5	93	-1	-0.6	0	-2
S=c1[nH]nc(-c2cccnc2)n1C1CCCCC1	-0.4	0	-1	10	-5	98	0	0.0	-2	-1
Cc1ccc(CN(c2ccc(C(=O)NCc3ccc4c(c3)OCO4)cc2)S(C)(=O)=O)cc1	-1.4	-4	nt	-7	-6	106	7	-4.1	-1	-2
Cn1nnnc1SC1CC(=O)N(c2ccccc2)C1=O (stereo not given)	0.8	-1	2	5	-6	116	-9	-0.6	5	1
CCN(CC(=O)Nc1c(F)cccc1F)C(=O)CCCN1C(=O)c2cccc3cccc(c23)C1=O	nt	0	nt	nt	nt	101	nt	nt	-17	-1
Cc1cc(C(=O)Nc2ccncc2)c2ccccc2n1	-0.7	1	1	-6	2	101	-3	8.8	-2	0
COc1ccc(NC(=O)CCCc2ccc(OC)c(C)c2)cc1	0.7	3	-8	-6	-1	111	-4	0.5	27	-9
Cc1cccc2cc3c(NC(=O)c4ccccn4)nn(C)c3nc12	3.2	-2	-3	0	-4	106	1	nt	-1	-7
NC(=O)c1cc(-c2ccccc2)sc1NC(=O)Cc1ccc(S(=O)(=O)N2CCOCC2)s1	1.9	-2	-3	26	-3	nt	-4	-0.4	-1	0
O=C(COc1ccc2ccccc2c1)Nc1nccs1	-0.4	3	-4	2	-23	105	-4	-0.7	6	-7
O=C(/C=C/c1ccco1)Nc1nnc(-c2ccco2)s1	-0.4	-2	nt	23	-3	98	1	-0.9	2	3
CC(=O)N1CCc2cc(S(=O)(=O)CCC(=O)Nc3ccccc3F)ccc21	-0.2	-1	nt	50	1	99	-4	0.1	-4	-3
CCOc1cccc(CN2CCN(Cc3ccc(C)o3)C(CCO)C2)c1O (stereo not given)	-0.5	-1	nt	-2	-7	103	-6	-0.4	26	-1
COc1cccc(OC)c1C(=O)NC(=O)NNc1cc(C(F)(F)F)cc(C)n1	0.0	3	-15	4	2	98	-6	1.3	-5	2
NNc1cc(C(=O)O)ccc1Cl	1.7	1	-1	-8	8	99	-3	-0.7	nt	2
COc1ccc(-c2cc(=O)c3cc(C)ccc3[nH]2)cc1	0.3	1	1	-7	3	95	2	-0.8	nt	0
c1ccc(-c2sc3ccccc3c2-c2ccc(OCCN3CCCCC3)cc2)cc1	1.0	2	-1	2	-4	nt	-6	-0.4	nt	0
O=C1CC(N(O)c2ccccc2)C(=O)N1c1ccc(Cl)c(Cl)c1 (stereo not given)	-1.1	4	nt	-16	-8	107	2	-1.2	2	4
Cc1cc(OCc2cccc(Cl)c2)c(C)cc1CN1CCOCC1	0.5	0	-2	-12	-1	nt	-7	-1.6	nt	-4
COc1ccc(/C=N/NC(=O)COc2ccc3ccccc3c2)c(C(=O)O)c1OC	0.1	5	nt	0	8	96	-5	-1.1	1	1
COC(=O)C1CCN(c2cc(=O)n(-c3ccccc3Cl)c(=O)[nH]2)CC1	0.8	-1	-2	-3	2	94	-1	nt	-1	-1
O=C(Nc1ccc(F)cc1F)c1ccc(-n2cccn2)c([N+](=O)[O-])c1	-0.1	0	-1	29	5	101	3	-0.5	1	-1
O=C(CCc1nc2ccccc2s1)Nc1cccnc1	0.1	6	6	-3	-10	99	-4	-1.5	1	2
CCCOc1ccc(N2C(=O)CC(N3CCC(C(=O)OCC)CC3)C2=O)cc1 (stereo not given)	1.7	3	0	-2	-1	87	0	-2.2	-2	4
CCCCn1c(N)c(N(CCOC)C(=O)COC(=O)COc2ccccc2C#N)c(=O)[nH]c1=O	0.5	7	-4	56*	-3	89	-1	-2.2	-5	1
CCN(CC)S(=O)(=O)c1ccc(C(=O)NCCOC(=O)c2ccc(F)cc2F)cc1	0.2	-3	nt	-8	5	nt	-4	-1.3	7	-2
Brc1ccccc1OCCCOc1cccc2cccnc12	-1.6	-1	-1	6	0	116	0	0.3	-1	-7
COc1ccc(C2=Nn3c(C)nnc3SC2)cc1	-1.6	0	-1	13	0	96	1	-4.3	-1	1
O=C(Nc1ccccc1Cc1ccccc1)C1CC(=O)N(c2ccc3c(c2)OCCO3)C1 (stereo not given)	1.4	2	3	28	-11	nt	1	0.2	4	-2
Nc1c(C(=O)OCC(=O)Nc2ccc(Cl)cc2[N+](=O)[O-])[nH]c(=O)[nH]c1=O	-1.8	-2	-4	7	4	99	-2	-0.3	10	-1
COC(=O)c1ccc(-n2cnc(Cl)n2)c(F)c1	-0.4	2	-2	25	-1	97	4	nt	-1	0
NS(=O)(=O)c1ccc(CCNC2CC(=O)N(CCc3ccccc3)C2=O)cc1 (stereo not given)	-2.9	-1	-2	-5	-1	108	-2	-1.2	36	0
CN(C)S(=O)(=O)c1cccc(NC(=S)NCc2ccc3c(c2)OCO3)c1	0.3	0	-5	-1	-6	107	-2	-1.7	0	-1
O=C(c1ccccc1)c1ccc2c(c1)OCCOCCOCCOCCO2	1.8	-2	-4	0	-3	nt	-6	0.4	-1	1
Cc1cc(C(C)(C)C)cc(C)c1Cn1c2[n+](c3ccc(C(F)(F)F)cc31)CCCCC2	-1.2	2	7	-56	7	111	-1	-0.6	25	4
O=C(COc1ccc(Cl)cc1)NCc1nnc(SCC(=O)Nc2ccc(F)cc2F)o1	1.2	2	-2	0	-1	110	-8	-0.2	1	2
COc1ccc(-c2nc(N3CCCC3)[nH]c(=O)c2C#N)cc1	2.5	-3	-4	19	6	nt	1	-1.8	-2	1
CCN(CC)CCN(C(=O)c1ccc(C(=O)c2ccccc2)cc1)c1nc2ccc(OC)cc2s1	2.2	1	2	8	-6	114	3	-1.8	2	-2
COc1ccc2nc(NC(=O)CN(c3ccc(C)cc3)S(=O)(=O)c3c(C)nn(C)c3C)sc2c1	0.3	0	nt	-8	-5	109	-4	-1.5	-1	2
Cc1cc(C)cc(NCc2cc(=O)oc3cc(C)c(O)cc23)c1	0.2	-11	-3	-14	-1	99	-2	0.9	0	1
COc1ccc(NC(=O)c2cccc3ccccc23)cc1OC	nt	-2	nt	nt	nt	99	nt	nt	0	0
O=C(O)CC(Sc1n[nH]c(=S)s1)C(=O)O (stereo not given)	-0.3	-2	-5	-25	-1	nt	-2	0.5	7	0
c1ccc(CNc2nc(N3CCN(Cc4ccccc4)CC3)nc3ccccc23)cc1	nt	0	nt	1	nt	120	nt	nt	-1	nt
O=C(CSc1n[nH]c(-c2cccs2)n1)NC1CCS(=O)(=O)C1 (stereo not given)	0.6	-2	-2	-8	1	113	-2	-2.2	-1	0
CC(=O)NC(NC(C)=O)c1ccc(N(C)C)cc1	-1.6	2	-7	9	-6	97	-2	-0.3	-1	1
CCc1ccccc1NC(=S)N(Cc1cccc(C)c1)c1cccnc1	0.8	-3	-2	5	-11	100	1	-0.2	9	1
CCC1CCC(c2nnc(-c3ccc(Br)cc3)o2)CC1 (stereo not given)	-0.4	-1	-4	21	-2	110	1	-0.5	-3	-16
COc1ccccc1CN(CC(=O)NCc1ccc2c(c1)OCO2)C(=O)c1csnn1	-0.6	-2	-4	-2	-3	97	-2	-0.4	0	2
COc1ccc(/C=N/NC(=O)c2[nH]c(C)c(C(=O)N/N=C/c3ccc(OC)cc3)c2C)cc1	-0.5	0	nt	-4	-15	114	1	-2.1	1	4
COc1ccc(C(CNC(=O)c2cc(S(=O)(=O)N3CCN(c4ccccc4)CC3)ccc2Cl)N(C)C)cc1 (stereo not given)	1.7	1	-2	-9	-2	92	-5	-0.5	2	1
O=C(Nc1ccccc1OC(=O)c1ccccc1)c1ccccc1	-1.4	15*	1	26	-3	125	-3	-0.2	nt	2
CC(C)CC(=O)N1CCN(S(=O)(=O)c2ccc3ccccc3c2)CC1	0.6	-3	1	23	-6	85	0	-1.2	-5	0
COc1ccc(-c2nc(NC(=O)Cn3cnnn3)sc2C)cc1	1.7	1	-3	-19	-2	97	1	-3.2	-1	1
O=C1CCC(C(=O)Nc2ccc(Cl)cc2)N1 (stereo not given)	-1.1	3	-4	18	-2	108	0	nt	-5	-3
O=C(COC(=O)c1ccccc1)NCCCCc1ccccc1	nt	-3	nt	nt	nt	100	nt	nt	-2	-6
Cc1cccc(CN2CCN(CC(=O)NCc3cccs3)C2=O)c1	-1.6	1	1	-2	-1	101	-6	-3.1	-2	2
O=C(O)c1ccc2noc(-c3ccccc3)c2c1	2.1	0	3	7	-4	102	-20	-0.9	5	2
Cc1cc(C)cc(NC(=O)COC(=O)CN=C2NS(=O)(=O)c3ccccc32)c1	2.2	2	-2	6	-12	94	-5	-1.9	-1	1

Source: PubChem (several laboratories)
